# LAP4 TOR yeast: modulators of LAP4-GFP expression in yeast, primary screen, S. cerevisiae, multiplex flow cytometry, MLPCN library. 3 h; median GFP as percent of DMSO wells. GFP response vs DMSO, % at 10 µM. actives 0.34% (n = 320,000);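 active = GFP response vs DMSO above a set limit, about the screen mean plus 3 SD, cut at about 150% in these data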
# proCasp3 act: activators of human procaspase-3 D3A mutant, primary screen, biochemical, absorbance, PC-3 D3A mutant, single concentration | Caspase-3 (Homo sapiens), P42574 | recombinant procaspase-3 D3A, Ac-DEVD-pNA absorbance 405 nm | activation, % at 8.5 µM | actives 0.11% (n = 330,000) | AID 463141, 2010;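 active = activation above the mean of all tested compounds plus 3 SD, cut at about 21% in these data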;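 note: 0% = DMSO alone and 100% = DMSO wells spiked with extra 5 µM PC-3 D3A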
# Target sequence (P42574 whole entry D9A/D28A/D175A): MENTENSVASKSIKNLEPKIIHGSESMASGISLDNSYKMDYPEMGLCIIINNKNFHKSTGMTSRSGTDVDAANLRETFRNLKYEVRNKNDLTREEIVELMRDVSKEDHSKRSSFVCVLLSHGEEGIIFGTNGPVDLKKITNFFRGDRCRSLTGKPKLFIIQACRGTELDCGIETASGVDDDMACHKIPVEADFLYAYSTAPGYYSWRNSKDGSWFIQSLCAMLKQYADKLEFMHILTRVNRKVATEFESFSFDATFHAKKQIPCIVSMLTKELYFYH
#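 Compound: 8.5 µM single point, 0.8% DMSO / Material: Autoprocessing-dead procaspase-3 D3A mutant enzyme / Timing: 1 h preincubation plus 2 h reaction at 25 °C / Medium: Zinc-free HEPES/NaCl buffer with 0.01% Triton X-100 at pH 7.4 / Technique: 405 nm absorbance of p-nitroaniline, reads at 0 and 120 min / Repeats: one well per compound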
# proCasp7 act: procaspase-7 activators, primary screen, counter-screen for procaspase-3 activator project, biochemical, absorbance, HTS, human; Caspase-7 (Homo sapiens), P55210; recombinant procaspase-7, Ac-DEVD-pNA absorbance 405 nm; D23A/D198A/D206A triple mutant, cannot self-cleave; scale: DMSO 0, 5 µM enzyme 100; activation, % at 8.5 µM; actives 0.093% (n = 330,000); AID 463210, 2010;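 active = percent activation above the screen-wide mean plus 3 SD, cut at about 25% in these data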
# Target sequence (P55210 whole entry D23A/D198A/D206A): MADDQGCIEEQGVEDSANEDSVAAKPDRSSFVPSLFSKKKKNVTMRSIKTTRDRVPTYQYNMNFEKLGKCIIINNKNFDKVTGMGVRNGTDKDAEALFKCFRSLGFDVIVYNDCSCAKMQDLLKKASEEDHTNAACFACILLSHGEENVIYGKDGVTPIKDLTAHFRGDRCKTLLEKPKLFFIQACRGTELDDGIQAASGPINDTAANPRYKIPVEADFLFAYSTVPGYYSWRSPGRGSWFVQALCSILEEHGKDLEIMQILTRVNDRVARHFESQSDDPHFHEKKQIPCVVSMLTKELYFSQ
#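 buffer or medium = Zinc-free HEPES/NaCl buffer, pH 7.4 | material = Procaspase-7 triple mutant (PC-7 D3A) | input = 2 µM procaspase-7 mutant as dispensed | signal = Epi-absorbance of released pNA at 405 nm, two timepoints | timing = 1 h preincubation, 2 h reaction | replicates = singlicate compound testing | evaluation = % activation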
# CIT2 TOR yeast: modulators of CIT2-GFP expression in yeast, primary screen, S. cerevisiae, GFP fusion, multiplex flow cytometry, MLPCN library; actives 0.065% (n = 320,000); AID 2029, 2009; GFP response vs DMSO, % at 10 µM; S. cerevisiae CIT2-GFP strain, 3 h; 100 means same as DMSO wells;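 active = GFP response relative to DMSO above a set limit, near the screen mean plus 3 SD, cut at about 150% in these data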;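 note: ratio of well median GFP fluorescence to mean of DMSO wells on the plate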
# AGP1-GFP MLPCN: modulators of AGP1-GFP expression in yeast TOR pathway, primary screen, cell-based, multiplex flow cytometry, S. cerevisiae, MLPCN library | 3 h; GFP as percent of DMSO wells | GFP response vs DMSO, % at 10 µM | actives 0.02% (n = 320,000);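 active = GFP response relative to DMSO above a set limit, near screen average plus 3 SD, cut at about 150% in these data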;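 note: median GFP channel fluorescence of the gated AGP1 strain per well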
# MEP2 TOR yeast: modulators of MEP2-GFP levels in yeast, primary screen, S. cerevisiae, multiplex flow cytometry, MLPCN library. actives 0.51% (n = 330,000). S. cerevisiae MEP2-GFP strain, 3 h; 100% = DMSO control level. AID 2016, 2009. GFP response vs DMSO, % at 10 µM;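 active = GFP response versus DMSO above a set limit, roughly screen mean plus 3 SD, cut at about 180% in these data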;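 note: median GFP fluorescence of the barcode-gated MEP2-GFP cells per well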
# RPL19A-GFP yeast: RPL19A-GFP expression modulators in yeast, primary screen, cell-based, S. cerevisiae, multiplex flow cytometry, MLPCN | percent response vs DMSO, % at 10 µM | actives 0.3% (n = 330,000) | S. cerevisiae RPL19A-GFP strain, 3 h; hits give low values;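 active = percent response vs DMSO below 50%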;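 note: median channel GFP fluorescence of the barcoded RPL19A-GFP strain; ratio of sample median GFP to plate DMSO average so 100% = DMSO; lower means less RPL19A-GFP as with rapamycin TOR inhibition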
# AHR activator: AHR activators, primary screen, cell-based, luminescence, luciferase reporter, human. AID 2796, 2010. activation, % at 5 µM. actives 2.5% (n = 320,000). Aryl hydrocarbon receptor (Homo sapiens), P35869. AHR-responsive luciferase reporter cells; in the data active = activation above about 47%;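 note: 0% = vehicle wells and 100% = reference agonist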
# An asterisk follows results filed as active; nt = no result given; & = joins results of further samples.
SMILES,LAP4 TOR yeast,proCasp3 act,proCasp7 act,CIT2 TOR yeast,AGP1-GFP MLPCN,MEP2 TOR yeast,RPL19A-GFP yeast,AHR activator
COc1ccc(C(=O)CCNc2cccc(Cl)c2)cc1,96,5,-1,100,101,79,105,1
COc1cccc(/C(O)=C2/C(=O)C(=O)N(CCN(C)C)C2c2ccccn2)c1 (configuration not stated),100,-3,3,81,93,94,96,2
Cc1cc(C)cc(NC(=O)C2CCN(C(=O)c3cccs3)CC2)c1,96,-1,3,100,102,100,104,6
CC(C)(C)NC(=O)NC(=O)COC(=O)c1cc[n+]([O-])cc1,88,2,3,103,97,91,94,3
O=C(O)c1ccc(-c2nnc(-c3ccc([N+](=O)[O-])cc3)o2)cc1,91,0,-7,94,93,101,92,5
COc1ccccc1CNC(=O)C1CCN(S(=O)(=O)c2ccc3c(c2)NC(=O)CO3)CC1,100,11,-12,93,94,98,96,0
Cn1c(NCCCN2CCOCC2)nc2c1c(=O)n(Cc1ccc(Cl)cc1Cl)c(=O)n2C,93,0,11,89,88,89,97,4
C=COC(=O)CSc1nc(-c2cccs2)ccc1C#N,100,3,-14,96,97,91,94,9
O=C(CSc1nnc2ccccn12)NCc1ccc2c(c1)OCO2,97,2,4,96,93,103,95,7
Brc1ccc2[nH]c3nc(SCCN4CCOCC4)nnc3c2c1,97&96,-5&4,3&-1,95&98,98&98,105&99,98&98,40&9
Cc1cc2[nH]cnc2c([N+](=O)[O-])c1C,94,-2,-2,99,92,105,109,-2
Cc1cccn2c(=O)nc(SCC(=O)NCCc3ccccc3)nc12,100,1,0,109,114,108,107,1
CCCn1nc(C(=O)OCC(=O)Nc2ccc(C(N)=O)cc2)c2ccccc2c1=O,124,3,5,103,112,108,106,1
C=CCN(Cc1nc(-c2ccc(OC)c(OC)c2)oc1C)C1CCS(=O)(=O)C1 (configuration not stated),97,0,9,88,99,94,96,1
COc1ccc(OC)c(NC(=O)Nc2cc(C(=O)O)ccc2C)c1,99,0,-2,88,97,97,92,0
c1csc(-c2nnc3ccccn23)c1,103,-1,3,106,97,103,98,1
NS(=O)(=O)c1ccc(CCNC(=O)COC(=O)CN2C(=O)C3CCCCC3C2=O)cc1 (configuration not stated),95,0,3,98,99,94,99,1
O=C1NC(NS(=O)(=O)c2ccccc2)(C(F)(F)F)C(=O)N1CCc1ccccc1 (configuration not stated),99,4,-3,99,104,104,104,-6
CC(C)N(C(=O)COc1ccc(Br)cc1Cl)C(C)C,103,7,12,98,101,108,103,0
Cc1ccc(-c2csc3ncnc(Nc4ccc(C(=O)O)cc4)c23)cc1,117,5,0,100,101,98,102,1
O=C(CCNC(=O)c1ccco1)Nc1ccc(OC(F)F)cc1,81,3,3,92,94,95,100,1
CC(C)c1nc2sc3c(=O)[nH]cnc3c2c2c1CCCC2,106,-9,9,102,98,107,101,1
Cc1ccc2oc3nc(C)c(C(=O)O)cc3c(=O)c2c1,102,0,5,107,104,102,101,2
COc1ccc(C)cc1S(=O)(=O)Nc1ccc2c(c1)OCCO2,95,1,10,104,105,95,107,2
O=C(CCCN1C(=O)c2ccccc2C1=O)Nc1sc2c(c1C(=O)NCc1ccco1)CCC2,107,2,-3,97,98,112,97,-1
COc1ccccc1N1CCN(C(=O)CCCNC(=O)Cn2cnc3sc(C)c(C)c3c2=O)CC1,106,9,-7,106,109,114,108,0
COc1ccc(-c2nc3cc(C)ccn3c2NC2CCCCC2)cc1SC1CCCCC1,102,2,-15,89,90,94,94,12
O=Cc1c(N2CCCCC2)nc2ccccn2c1=O,105,5,-2,109,111,101,102,-2
C=CCNc1nc2c3ccccc3n(C(C)=O)c2s1,95,-2,-11,82,89,98,94,16
CSCC[C@H](NC(=O)[C@@H]1CSC2c3ccccc3C(=O)N21)C(=O)N1CCC[C@H]1CO (some centres not stated),106,2,2,97,98,100,97,0
CCCn1c2ccccc2c2nnc(SCC(=O)Nc3c(C)n(C)n(-c4ccccc4)c3=O)nc21,99,-5,-10,105,103,105,101,4
CC(=O)Oc1ccc(N2C(=O)c3cccc4c([N+](=O)[O-])ccc(c34)C2=O)cc1,119,-6,-5,130,91,151,112,-5
COc1ccc(C(=O)NCc2nnc(SCC(=O)c3ccccc3)n2C)cc1OC,103,1,16,98,111,107,97,0
Cc1ccc(NC(=O)CC2Oc3ccccc3NC2=O)c(C)c1 (configuration not stated),101,5,-9,100,104,105,100,15
Cc1noc(C(F)(F)F)c1C(=O)NNC(=O)c1cccc(C(F)(F)F)c1,111,0,8,99,99,100,98,2
Cc1ccc([C@H]2C(C(=O)O)=CC[C@@H](c3ccc(C)cc3)N2S(=O)(=O)c2ccccc2C)cc1,106,3,1,83,98,100,102,0
O=C(O)CCCNC(=O)CC1S/C(=N/N=C/c2ccccc2O)NC1=O (configuration not stated),83,5,10,98,93,98,94,2
Cc1ccc(S(=O)(=O)N2[C@@H](c3cccc(C)c3)C(C(=O)O)=C[C@H]2CC2CCCC2)cc1,88,-3,0,86,81,78,90,0
Cc1ccc2sc(NC(=O)CN3C(=O)CCC3=O)nc2c1C,99,1,0,97,105,107,101,3
COc1ccc(/C(N)=N/OC(=O)N2CCOCC2)cc1,83,1,0,101,96,100,103,7
O=C1c2ccccc2-c2ccc(C(=O)N3CCOCC3)cc21,98,1,0,104,105,107,102,-2
O=C(COc1ccc2cc(Br)ccc2c1)N1CCCC1,107,-8,-13,92,88,97,105,9
CC(=O)O[C@@H]1[C@H](OC(=O)CC(C)C)c2c(ccc3ccc(=O)oc23)OC1(C)C,98,-3,-14,78,81,95,101,1
CC(=O)Nc1ccc(NC(=O)COC(=O)C2CCC(C(C)(C)C)CC2)cc1 (configuration not stated),107,4,2,109,98,103,103,0
CCCOc1ccc(CNC(=S)NCc2ccc(OC(C)C)cc2)cc1,96,4,6,92,95,92,101,2
CCCN(CCC(=O)Nc1cc(OC)cc(OC)c1)CC1CC1,95,-1,-2,106,107,107,99,13
COc1cccc2cc(-c3nnc(SCC(=O)NCCc4ccccc4)n3C)oc12,117,4,2,99,103,129,100,6
Cc1cc(C)c(S(=O)(=O)Nc2nnc(C(C)C)s2)c(C)c1,91,nt,nt,94,93,96,98,nt
C[C@H](CO)N1C[C@H](C)[C@@H](CN(C)C(=O)NC2CCCCC2)Oc2ccc(NC(=O)NC3CCCCC3)cc2C1=O,116,3,3,99,104,101,98,-1
Cc1c(Cl)cnc(NC(=O)COC(=O)c2cccc(S(=O)(=O)N3CCc4ccccc4C3)c2)c1Cl,87,-5,-2,97,91,102,99,2
Cc1cc(C)c(NC(=O)Cn2c(=O)c3cccn3c3ccccc32)c(C)c1,98,-4,2,103,103,103,103,5
COc1cccc(NC(=O)CSc2nc3ccccc3c3nc4ccccc4n23)c1,97,2,14,99,101,105,101,1
Cc1ccc(Cl)c(OC(=O)C2CSC3(C)CCC(=O)N23)c1 (configuration not stated),106,-3,1,94,106,101,96,-2
C=CCn1cc(F)c(=O)n(CC=C)c1=O,93,6,5,93,97,97,95,0
NC(=O)N/N=C/c1c(Sc2nnnn2-c2ccccc2)nc2ccccn2c1=O,93,2,-17,92,105,96,94,2
Cc1cc2cc(CNC(=O)COc3ccccc3)ccc2n1C,100,-6,1,87,98,97,95,4
CC(=O)c1c(C)[nH]c(C(=O)OCn2nnc3ccccc3c2=O)c1C,98,-7,6,99,nt,100,99,5
N#Cc1nc(-c2cccs2)oc1NCc1ccccc1,106,-4,0,86,86,97,95,16
CCC(C(=O)NC(C)(C)C)N(Cc1ccc(F)cc1)C(=O)c1snc(C(N)=O)c1N (configuration not stated),83,-3,-8,100,90,105,105,4
O=C(O)[C@]1(S(=O)(=O)c2ccccc2)C[C@@H]2ON=C(c3cccc(Br)c3)[C@@H]2C1,123,-4,-1,85,86,100,97,1

# Look-ups from the list.
# `C[C@H](CO)N1C[C@H](C)[C@@H](CN(C)C(=O)NC2CCCCC2)Oc2ccc(NC(=O)NC3CCCCC3)cc2C1=O` @ CIT2 TOR yeast = 99
# `CC(=O)O[C@@H]1[C@H](OC(=O)CC(C)C)c2c(ccc3ccc(=O)oc23)OC1(C)C` @ CIT2 TOR yeast = 78
# `O=C1c2ccccc2-c2ccc(C(=O)N3CCOCC3)cc21` @ CIT2 TOR yeast = 104
# `O=C(COc1ccc2cc(Br)ccc2c1)N1CCCC1` @ proCasp3 act = -8
# `Cc1ccc(Cl)c(OC(=O)C2CSC3(C)CCC(=O)N23)c1` (configuration not stated) @ proCasp7 act = 1

# Continued.
SMILES,LAP4 TOR yeast,proCasp3 act,proCasp7 act,CIT2 TOR yeast,AGP1-GFP MLPCN,MEP2 TOR yeast,RPL19A-GFP yeast,AHR activator
O=C(N/N=C/c1ccc(C(F)(F)F)cc1)c1ccncc1,94,4,9,104,105,110,103,22
Cc1cc(-c2onc(C)c2C(N)=O)no1,101,0,8,93,102,89,95,-1
CN(Cc1ccccc1)C(=O)CN1C(=O)C2C3C=CC(C3)C2C1=O (configuration not stated),108,4,4,103,105,112,104,-1
C[C@@H](C(=O)Nc1ccc2ccccc2c1)[C@H]1C[C@]1(C)[C@H](NS(=O)(=O)c1ccc(-c2ccccc2)cc1)c1ccccc1,106,-6,-4,97,94,102,110,3
CC(C)[C@H](NC(=O)c1cccc(S(=O)(=O)N2CCCC2)c1)c1nc2ccccc2[nH]1,91,4,10,95,nt,95,88,1
O=C(COC(=O)c1ccc(F)cc1)NCCc1ccc(F)cc1,101,9,-2,105,102,104,99,1
C1CN(CC23CC4CC(CC(C4)C2)C3)CCO1,103,8,2,104,99,104,97,-1
Cc1cc(OC(=O)Cc2cccc3ccccc23)c([N+](=O)[O-])c(=O)[nH]1,86,-3,-7,93,95,103,99,9
O=C(NCc1cccnc1)C1CCCN(S(=O)(=O)c2ccc(Cl)cc2)C1 (configuration not stated),95,13,-7,102,103,103,101,-1
O=C(Cc1ccc(Cl)c(Cl)c1)Nc1ccc(SC(F)F)cc1,96,-3,-3,99,96,103,104,5
CCN(C[C@H]1N[C@@](CC)(C(=O)OC)[C@H]2C(=O)N(C)C(=O)[C@@H]12)C(C)=O,101,10,-2,103,103,101,105,0
CCOc1ccc(NC(=O)COc2ccc(C(=O)NC3CCCc4ccccc43)cc2OC)cc1 (configuration not stated),109,4,-4,112,113,105,106,9
COC(=O)c1c(NC(=O)CC2SC(N)=NC2=O)sc2c1CCC(C(C)(C)C)C2 (configuration not stated),95,-5,8,98,105,97,103,-3

# 3 entries out of the list above, arranged by the value under AHR activator, falling:
smiles	LAP4 TOR yeast	proCasp3 act	CIT2 TOR yeast	AGP1-GFP MLPCN	MEP2 TOR yeast	RPL19A-GFP yeast	AHR activator
O=C(N/N=C/c1ccc(C(F)(F)F)cc1)c1ccncc1	94	4	104	105	110	103	22
Cc1cc(OC(=O)Cc2cccc3ccccc23)c([N+](=O)[O-])c(=O)[nH]1	86	-3	93	95	103	99	9
CN(Cc1ccccc1)C(=O)CN1C(=O)C2C3C=CC(C3)C2C1=O (configuration not stated)	108	4	103	105	112	104	-1
